# Compound activity deposited in PubChem BioAssay by several laboratories.
# KLF5 inhibitor: KLF5 expression inhibitors, primary screen, DLD-1 cells, luminescence; hit rate 0.23% among 290,000; AID 1700, 2009; DLD-1 KLF5 promoter-luciferase reporter; inhibition, % at 5 µM;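 active means inhibition above a per-plate limit of that plate's mean compound inhibition plus 3 SD, cut at about 60% in these data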;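 further: 0% = DMSO wells and 100% = LY294002 at 200 µM; higher means less KLF5 promoter-driven luciferase light; inactives centre near -14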
# PolyA inh: polyadenylation inhibitors in yeast reporter cells, primary screen, luminescence, S. cerevisiae. hit rate 0.02% among 300,000. S. cerevisiae SKY197-pL101 polyadenylation reporter, beta-gal luminescence; efflux-impaired pdr1/pdr3 knockout yeast; score 100 = 6 SD above DMSO. AID 1875, 2009. calls only at 12 µM;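 active means lowest replicate activity score at least 50, where 100 means six control SD above control mean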;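 further: yeast exposed to compound for 9 h at 30 °C; higher score means more reporter readthrough which indicates perturbed polyadenylation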
# GSK3 alpha inh: blockers of GSK3A enzyme activity – biochemical, luminescence, cell-free homogeneous, HTS, primary screen; Glycogen synthase kinase-3 alpha (Homo sapiens), P49840; GSK-3 alpha kinase, ADP-Glo luminescence, 60 min; inhibition, % at 10 µM; hit rate 0.1% among 320,000; AID 2650, 2010;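 in the data active means inhibition above about 50%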;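 further: GST-tagged GSK-3 alpha with peptide substrate and 25 µM ATP; 0% = DMSO neutral wells and 100% = GW8510 positive control wells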
# Target sequence (P49840 whole entry, looked up): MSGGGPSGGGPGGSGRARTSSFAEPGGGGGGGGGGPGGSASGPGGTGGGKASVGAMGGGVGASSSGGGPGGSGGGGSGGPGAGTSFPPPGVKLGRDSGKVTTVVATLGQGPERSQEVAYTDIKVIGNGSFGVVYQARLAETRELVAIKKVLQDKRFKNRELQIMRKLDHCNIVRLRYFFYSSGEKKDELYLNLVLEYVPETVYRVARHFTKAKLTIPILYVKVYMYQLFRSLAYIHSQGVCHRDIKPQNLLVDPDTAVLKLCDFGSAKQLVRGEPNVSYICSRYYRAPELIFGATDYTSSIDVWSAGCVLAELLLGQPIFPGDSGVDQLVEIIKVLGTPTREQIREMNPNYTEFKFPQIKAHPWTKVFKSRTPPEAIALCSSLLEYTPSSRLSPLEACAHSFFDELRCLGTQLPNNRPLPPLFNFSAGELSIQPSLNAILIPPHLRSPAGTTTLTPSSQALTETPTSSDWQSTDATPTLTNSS
# IEC-6 cytotox: cytotoxicity in IEC-6 intestinal epithelial cells, primary screen, cytotoxicity control for KLF5 inhibitor project, cell-based, luminescence; hit rate 0.78% among 290,000; AID 1825, 2009; inhibition, % at 5 µM; IEC-6 cytotoxicity, luminescence viability; in the data active means inhibition above about 22%;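 further: 0% = plate median of test compound wells and 100% = cytotoxic reference compound wells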
# HSF-1 act: HSF-1 activators, primary screen, NIH3T3-HGL cells, MG132 stress, luminescence, single point; NIH3T3-HGL HSF-1 luciferase reporter, 8 h; 100% = twice DMSO control signal; activation, % at 9 µM; hit rate 1.7% among 300,000;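 active means mean replicate activation of at least 50% with a set share of replicates each reaching 50%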;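 further: 0% = median of the neutral control wells and 100% = twice that signal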
# aSyn UTR inh: MLPCN primary screen, SNCA 5' untranslated region. alpha-synuclein 5'UTR reporter, inhibitor activity. inhibition, % (tested at 7.5 µM). hit rate 0.82% among 300,000; in the data active means inhibition above about 60%;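 further: H4 neuroglioblastoma cells stably carrying SNCA 5'UTR luciferase fusion; 0% = DMSO wells and 100% = positive control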
# GSK3B inh: human GSK3beta kinase inhibitors, primary screen, biochemical, cell-free homogeneous, HTS | Glycogen synthase kinase-3 beta (Homo sapiens), P49841 | GST-GSK3beta kinase, ADP-Glo luminescence, 60 min; active compounds read low | activity score (negative = inhibition), % at 10 µM | hit rate 0.038% among 300,000 | AID 2097, 2009;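 active means more than half of replicate wells score below -50%, meaning over 50% inhibition versus plate controls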;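 further: 0% = median DMSO wells and -100% = median GW8510 positive control wells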
# Target sequence (P49841 whole entry, looked up): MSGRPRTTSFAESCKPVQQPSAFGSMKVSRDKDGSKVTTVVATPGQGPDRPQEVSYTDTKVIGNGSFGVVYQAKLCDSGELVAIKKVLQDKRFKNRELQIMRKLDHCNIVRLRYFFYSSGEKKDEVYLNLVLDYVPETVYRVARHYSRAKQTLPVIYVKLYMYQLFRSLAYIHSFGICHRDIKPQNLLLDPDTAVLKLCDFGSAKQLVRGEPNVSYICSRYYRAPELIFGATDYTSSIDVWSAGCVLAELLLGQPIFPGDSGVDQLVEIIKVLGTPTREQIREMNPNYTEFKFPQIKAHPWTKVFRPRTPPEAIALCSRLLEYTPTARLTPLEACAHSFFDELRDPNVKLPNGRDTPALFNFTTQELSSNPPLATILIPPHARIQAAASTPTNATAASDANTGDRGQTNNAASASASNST
#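 Test system: GST-fused GSK3beta enzyme, cell-free | Quantity: 1.6 ng GST-GSK3beta enzyme per well | Reagent: 25 µM ATP with peptide substrate | Schedule: 60 min enzyme reaction, room temperature | Signal: Luminescent ADP-Glo measurement of ADP formed | Read-out basis: Score relative to plate controls | Control set: DMSO and 20 µM GW8510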
# AI-2 QS modul: Vibrio harveyi AI-2 quorum sensing modulators, primary screen, JMH597 strain, luminescence/OD600 ratio. Vibrio harveyi JMH597 AI-2 luminescence/OD600 ratio, 9 h; active compounds read low; strain lacks LuxN and CqsS sensors; 0 = neutral-control median. activity change, % at 7.5 µM. hit rate 0.4% among 300,000; in the data active means activity change below about -75%, passing the limit was not always enough;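 further: luminescence divided by OD600 gain over 9 h not by final OD600 alone; inactives centre near 13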
# HSP90 inh: HSP90 inhibitors, primary screen, cell lysate, luminescence; hit rate 0.91% among 290,000; Heat shock protein HSP 90 (rabbit reticulocyte lysate; luciferase refolding); Rabbit reticulocyte lysate, luciferase refolding luminescence, 3 h; AID 1789, 2009; inhibition, % at 5.6 µM;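 active means inhibition above the screen-wide mean plus 3 SD, computed separately per campaign, cut at about 16% in these data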;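 further: 0% = DMSO wells and 100% = 60 µM geldanamycin wells; inhibitors lower the luminescence because luciferase stays unfolded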
# HSF1 inhib: HSF1 inhibitors in luciferase reporter cells, primary screen, cell-based, NIH3T3, luminescence | hit rate 0.77% among 300,000 | activity change, negative = inhibition, % at 7.5 µM (by protocol) | NIH3T3-HGL HSE-luciferase, MG132-induced, luminescence 8 h; active compounds read low;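 active means more than half of replicate wells show activity change below -50%, luminescence cut by over half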;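 further: luciferase reports HSF-1 transcriptional activity via heat shock element; 0% = median of DMSO wells and -100% = zero luminescence signal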
# * marks the source's active call; other numbers are inactive results; i = inactive; . = no result given. An excerpt, so the mix of outcomes need not match the whole.
SMILES,KLF5 inhibitor,PolyA inh,GSK3 alpha inh,IEC-6 cytotox,HSF-1 act,aSyn UTR inh,GSK3B inh,AI-2 QS modul,HSP90 inh,HSF1 inhib
COc1cc(NC(=O)COC(=O)c2cc(S(=O)(=O)N3CCCCC3)ccc2Cl)c(C)cc1[N+](=O)[O-],13,i,-1,0,18,-6,7,21,3,8
CCCn1c(SCc2cc(=O)[nH]c3ccccc23)nc2c1c(=O)n(C)c(=O)n2C,.,i,-1,.,7,20,2,11,.,4
Cc1ccccc1N1C(S)=C(C#N)C(=O)NC1c1ccco1 (stereo unspecified),8,i,7,-8,-1,-14,-2,21,0,-2
CC(=O)c1cccc(NC(=O)CCS(=O)(=O)c2cccc3nonc23)c1,10,.,-2,10,.,.,.,.,2,.
CC(=O)c1ccc(NC(=O)C2CCCN(C(=O)c3ccc(Cl)cc3)C2)cc1 (stereo unspecified),-39,i,-1,-9,17,-49,-2,-4,0,7
CCC(C)(C)NC(=O)c1cc(OC)c(OC)cc1[N+](=O)[O-],-23,i,-2,-4,7,2,-19,4,0,0
Cc1cc(S(=O)(=O)N2CCCC2C(=O)N2CCOCC2)c(C)cc1Cl (stereo unspecified),-30,i,4,-4,1,7,0,11,1,2
CS(=O)(=O)c1ccc2nc(NC(=O)c3ccccc3)sc2c1,-90,i,0,5,33,-39,3,10,9,19
O=[N+]([O-])c1ccc(Cl)c(S(=O)(=O)Nc2cccc(-c3ccc(N4CCOCC4)nn3)c2)c1,.,i,-2,.,36,-108,1,22,.,23
Cn1nnnc1SCSc1nnnn1C,-42,i,.,1,7,-2,1,13,-6,2
COc1ccc(NC(=O)c2cc(S(=O)(=O)NCC3COc4ccccc4O3)ccc2F)cc1 (stereo unspecified),-5,i,-2,-4,-3,15,-1,13,-3,-1
CC(C)(C)c1ccc(S(=O)(=O)N2CCCCC2)cc1,-3,i,-2,1,0,2,-3,3,-2,-9
Cc1cccc2cc(C(c3nnnn3Cc3ccccc3)N3CCCc4ccccc43)c(=O)[nH]c12 (stereo unspecified),-22,i,-2,-2,2,-29,-2,22,2,-5
CN1CCN(c2cc3c(cc2F)c(=O)c(C(=O)O)cn3CCF)CC1,-19,.,0,-1,-3,-2,1,14,-1,-7
CC(=O)N1CCCC(C(=O)c2ccc3c4c(cccc24)CC3)C1 (stereo unspecified),-5,i,2,2,16,6,0,27,-3,-2
COc1ccc(S(=O)(=O)Cc2ccc(C(=O)N3CCN(c4cc(C)ccc4C)CC3)o2)cc1,-5,i,-2,-7,9,-4,0,25,1,1
COC(=O)/C=C1/S/C(=N/NC(=O)c2ccccc2OC)NC1=O,-23,i,-1,-7,7,40,3,23,-7,2
CN/C(=C\[N+](=O)[O-])NCCSCc1csc(CN(C)C)n1,.,i,-1,.,-1,-12,3,16,.,-6
COC(=O)COc1ccc(/C=N/NC(=O)c2ccc(N(Cc3ccccc3)S(C)(=O)=O)cc2)cc1,-6,i,-1,-1,-5,-2,2,11,0,-3
O=Cc1c(Cl)nc2ccccn12,-25,i,1,-2,10,-15,-2,15,-3,4
Cc1ccc(CC(=O)N2CCOCC2)cc1,-3,i,5,1,4,1,-2,3,10,2
CCN(C(=O)c1cc2cccc(OC)c2oc1=O)C1CCCCC1,-11,i,0,-2,1,-12,-1,34,-1,4
CCC(C)(C)C1CCC2(CC1)NC(=O)N(CC(=O)N(C)CC(=O)Nc1ccccc1C(F)(F)F)C2=O (stereo unspecified),-4,i,1,-3,-8,5,2,12,2,-7
CCOC(=O)NC1(C(F)(F)F)C(=O)N(Cc2ccccn2)C2=C1C(=O)CC(C)(C)C2 (stereo unspecified),-9,i,4,-1,-8,-15,-1,7,-2,-2
CSc1ncccc1C(=O)OCC(=O)c1cc2ccccc2o1,-14,i,-3,-3,29,4,-2,40,-2,11
C=CCSc1nnc2c(n1)OC(c1ccccn1)N(C(C)=O)c1ccccc1-2 (stereo unspecified),-4,i,-2,1,7,-14,-1,3,4,2
Cc1[nH]c2ccccc2c1/C=N/NC(=O)c1ccccc1,-40,i,-1,8,17,-14,1,19,-3,-4
O=S(=O)(NC1CC1)c1ccc(Cl)cc1,-3,i,-2,-5,-8,5,0,2,1,-5
Cn1cc(CN2CCCC(C(=O)Nc3ccc(-c4cccc(F)c4)cc3)C2)cn1 (stereo unspecified),-2,i,2,1,-4,-2,0,40,-3,3
COc1ccccc1C(=O)NCCC(=O)NC1CCCCC1C (stereo unspecified),.,i,1,.,-12,-10,1,19,.,-9
CC(C)(C)c1ccc(OCCC(=O)Nc2cccc(S(=O)(=O)N3CCCCC3)c2)cc1,12,i,2,-3,-2,29,1,6,4,-3
Cc1ccc(Nc2cc(C)nc3ncnn23)c(Cl)c1,-2,i,8,3,-11,5,0,-2,2,-2
O=C(Cc1cccs1)N=Nc1c(O)[nH]c2ccccc12,-41,i,0,1,33,-1,2,1,6,6
CSc1ccc(S(=O)(=O)NCC(=O)OCC(=O)N(Cc2ccccc2)C(C)C)cc1[N+](=O)[O-],.,i,-2,.,5,-3,-1,11,.,-1
Cc1cccc(NC(=O)C2CC(=O)N(c3ccccc3)C2)c1C (stereo unspecified),-23,i,-2,0,-2,1,-1,14,-6,-5
CCNc1nc(NC(C)C)nc(N(C#N)CC(=O)OC)n1,-24,i,-1,-1,-12,9,0,3,-2,-7
CC(C)CC(=O)Nc1cccc2c1C(=O)N(c1ccccc1)C2=O,-12,i,1,-3,4,0,-1,10,2,-5
O=C(NCc1ccco1)C1CN(S(=O)(=O)c2ccccc2)CCN1S(=O)(=O)c1ccccc1 (stereo unspecified),-7,i,-2,-8,17,6,-4,-35,0,4
COc1ccc(NC(=O)NCCCCc2ccccc2)cc1,2,.,.,-6,.,.,2,-4,-4,.
COc1ccc(C)cc1S(=O)(=O)N(CC(=O)N1CCCC1)c1ccccc1,-4,i,-3,0,-13,19,3,13,1,-5
CS(=O)(=O)N1CCN(c2ccccc2NC(=O)c2cccc3ccccc23)CC1,8,i,-1,-2,-12,-3,1,36,-5,-6
COc1ccc(N(CC(=O)N/N=C/c2ccc(F)cc2)S(=O)(=O)c2ccccc2)cc1,-37,i,-5,-5,-4,-11,4,24,-1,2
COC(=O)CNC(=O)c1ccc(=O)oc1,1,i,-2,3,-34,-9,0,22,4,-31
O=C(NC(Cc1c[nH]c2ccccc12)C(=O)N/N=C/c1cccnc1)c1cccs1 (stereo unspecified),-1,i,6,0,10,8,-2,31,-3,2
O=C(NCc1ccco1)c1cc(Cl)nc(Cl)c1,-8,i,-1,0,-10,0,-5,5,-2,6

# Two entries picked at random from those above, as already listed:
SMILES,KLF5 inhibitor,PolyA inh,GSK3 alpha inh,IEC-6 cytotox,HSF-1 act,aSyn UTR inh,GSK3B inh,AI-2 QS modul,HSP90 inh,HSF1 inhib
COc1cc(NC(=O)COC(=O)c2cc(S(=O)(=O)N3CCCCC3)ccc2Cl)c(C)cc1[N+](=O)[O-],13,i,-1,0,18,-6,7,21,3,8
O=Cc1c(Cl)nc2ccccn12,-25,i,1,-2,10,-15,-2,15,-3,4

# (list continues)
SMILES,KLF5 inhibitor,PolyA inh,GSK3 alpha inh,IEC-6 cytotox,HSF-1 act,aSyn UTR inh,GSK3B inh,AI-2 QS modul,HSP90 inh,HSF1 inhib
CCN1/C(=C/c2cc[n+](C)cc2)C=Cc2cc(C)ccc21,-6,.,4,-3,.,.,.,.,-2,.
Cc1ccc(CN(CC(=O)NCCc2ccccc2)C(=O)c2csnn2)cc1,-13,i,-1,-3,-3,0,-3,24,0,1
O=C(c1cc([N+](=O)[O-])ccc1Cl)N1CCN(Cc2ccccc2)CC1,8,i,3,2,-2,2,1,-13,3,-15
COc1ccccc1C(=O)COC(=O)CNS(=O)(=O)c1ccc(C)cc1,12,i,-1,-4,-12,15,2,9,-1,-4
CN(C)C(=O)Nc1ccccc1CC[N+](=O)[O-],-27,i,-2,0,36,0,-1,9,-2,9
O=C(CN1CCN(Cc2cccc(Cl)c2)C1=O)NCC1CCCO1 (stereo unspecified),-86,i,-1,-2,11,8,3,19,-1,0
COc1ccccc1/C=C(\C#N)C(=O)Nc1ccc(S(N)(=O)=O)cc1,-32,i,-3,-4,2,40,0,9,-1,5
O=C(NCCc1c[nH]c2ccccc12)c1ccc([N+](=O)[O-])cc1,-62,i,0,-1,10,-14,7,13,-3,4
COc1ccc(C2CC(C(F)(F)F)n3ncc(C(=O)Nc4c(C)n(C)n(-c5ccccc5)c4=O)c3N2)cc1 (stereo unspecified),-31,i,-2,-2,2,16,0,15,-1,2
NC(=O)NNC1=Nc2cccc3cccc1c23,7,i,1,8,-1,15,0,-4,3,-13
Cc1ccc(C(CNC(=O)Nc2ccccc2)N2CCN(C)CC2)cc1 (stereo unspecified),7,i,-1,1,-18,-16,-1,30,4,-9
Cc1ccc(C(=O)N2CCC3(CC2)NCCc2[nH]cnc23)cc1,-7,i,-3,8,26,6,-1,17,-5,3
CCNC(=O)C(Cc1ccccc1)NC(=O)OCc1ccccc1 (stereo unspecified),17,i,1,0,36,-6,-4,10,0,7
CCc1cccc(C)c1NC(=S)NCC(c1cccnc1)N1CCOCC1 (stereo unspecified),9,i,0,0,11,0,3,1,-5,3
COc1ccc(-c2noc(N3CCC(C(=O)Nc4cccc(OC)c4)CC3)n2)cc1,-45,i,-3,2,-9,16,1,10,0,-3
CCC(=Nc1ccc(N)cc1)C1=C(O)C(C(=O)OC)C(C)(C)CC1=O (stereo unspecified),-7,i,0,-9,11,2,1,39,5,-4
O=C(N/C(=C/c1ccco1)C(=O)N1CCOCC1)c1cccs1,-19,i,0,1,-16,24,-2,17,-1,-5
O=[N+]([O-])c1cccc(-c2noc(COc3ccccc3)n2)c1,-4,.,-2,-11,35,-61,-11,-42,5,4
Nc1nc(SCC(=O)NCCc2ccccc2)[nH]c(=O)c1-c1ccccc1,-19,i,-1,0,26,10,-3,19,3,-6
CCOC(=O)c1c(C)[nH]c(C(=O)COC(=O)c2cnc(C)cn2)c1C,-4,i,2,-1,3,32,-4,-3,-3,-7
CCC[C@H]1COCCS(=O)(=O)N1Cc1ccc(Br)cc1,-5,i,1,-9,0,4,-2,-8,-8,4
O=C(NC1(Cc2ccc(O)cc2)CCCCC1)c1ccccc1,-14,i,-2,-2,-9,-1,-1,12,-1,-1
